# Screens (PubChem)
# Luc counter: blocks Kinase-Glo luciferase, a counter-screen artifact. Kinase-Glo luciferase, ATP luminescence, 8 min. Potency, µM (series often up to 38.3 µM), without a hit: top-dose activity change, negative = inhibition, hits mostly inhibitors. actives 0.28% (n = 200,000); also: potency is read from the fitted curve at half-maximal effect; % is scaled to controls: 0 for no effect and ±100 for the full control effect; nearly all actives have a fitted effect of over 60% in size
#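 Substrate mix (final 50 mM imidazole pH 7.2, 50 mM KCl, 7 mM MgCl2, 10 uM ATP, 0.01% Tween 20, 0.05% BSA) plus pin-tool compound, then Kinase-Glo detection mix; 8 min ambient, luminescence read.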
# CBFb-RUNX1 inh: blocks binding between human CBF-beta and RUNX1; Q01196+Q13951; AlphaScreen CBFb-His/RUNX1-biotin binding, biochemical; Potency, µM (doses to about 59.8 µM), for inactives: at the top dose activity, negative = inhibition, actives largely listed as inhibitors; 230,000 tested, under 10 active; AID 1477; also: % of control where 0% means no effect
# Target sequence (Q01196 whole entry, looked up): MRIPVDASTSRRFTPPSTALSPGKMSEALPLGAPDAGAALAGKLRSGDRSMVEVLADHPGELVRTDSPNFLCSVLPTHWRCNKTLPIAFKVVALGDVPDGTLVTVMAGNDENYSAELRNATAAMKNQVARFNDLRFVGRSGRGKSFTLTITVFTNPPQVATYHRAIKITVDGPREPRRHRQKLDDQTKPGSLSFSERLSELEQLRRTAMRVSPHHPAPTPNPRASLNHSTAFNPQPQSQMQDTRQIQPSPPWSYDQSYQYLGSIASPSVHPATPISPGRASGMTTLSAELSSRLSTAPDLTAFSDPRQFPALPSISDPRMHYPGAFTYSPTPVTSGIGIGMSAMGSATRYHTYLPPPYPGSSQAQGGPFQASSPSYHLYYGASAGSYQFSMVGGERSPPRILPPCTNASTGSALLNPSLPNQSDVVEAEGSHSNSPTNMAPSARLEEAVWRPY
# Target sequence (Q13951 whole entry, looked up): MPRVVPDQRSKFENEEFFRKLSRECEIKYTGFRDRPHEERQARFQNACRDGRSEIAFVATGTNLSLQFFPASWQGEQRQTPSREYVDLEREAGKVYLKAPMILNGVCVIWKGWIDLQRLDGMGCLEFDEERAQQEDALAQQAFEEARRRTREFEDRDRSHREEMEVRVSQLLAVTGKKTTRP
#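 Interaction loss through any mechanism counts as activity. Pre-formed complex of His-CBF-beta and biotin-RUNX1 (30 nM apiece) is incubated with compound 15 min, then with 50 ng nickel and 50 ng streptavidin beads for 90 min before AlphaScreen detection.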
# IMPase Li inh: IMPase inhibition in cells with lithium potentiation. Potency, µM (top dose mostly 59.4 µM), for inactives: at the top dose activity, negative = IMPase inhibition, actives largely listed as inhibitors. AID 1457. CHO-M1 cells, IP1 TR-FRET (IP-One), carbachol + lithium. actives 0.35% (n = 210,000);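 also: IP1 builds up when IMPase is blocked and the TR-FRET signal falls; potency is read from the fitted curve at half-maximal effect; plate controls were basal vehicle for no effect and high inhibitor control for full effect; nearly all actives have a fitted effect of over 50% in size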
#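 Lithium-sensitised IP1 accumulation assay; M1-expressing CHO cells treated 30 min at 37C with compound. Competitive antibody detection by time-resolved FRET followed a 10 min room-temperature lysis step.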
# L3MBTL1 block: inhibitors of human L3MBTL1 | Q9Y468 | AlphaScreen L3MBTL1–H3K9me1 peptide binding | actives 0.66% (n = 230,000) | Potency, µM (doses to about 57.1 µM), without a hit: top-dose activity, negative = inhibition, actives largely listed as inhibitors; also: potency is read from the fitted curve at half-maximal effect; % is scaled to controls: 0 for no effect and ±100 for the full control effect; nearly all actives have a fitted effect of over 60% in size
#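 L3MBTL1 (50 nM) pre-complexed 30 min with biotinylated H3(1-15)K9me1 peptide (75 nM), then compounds added for 30 min at room temperature; AlphaScreen streptavidin donor/nickel chelate acceptor beads (10 ug/mL final) read after 30 min dark incubation.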
# HttQ103 aggreg: mutant huntingtin aggregation inhibition | PC12 HttQ103-GFP aggregates, Acumen cytometry, 40 h | Potency, µM (series often up to 46.1 µM), for the others: top-dose activity change, negative = inhibition, usual class: inhibitors | actives 1.1% (n = 220,000) | AID 1688; also: potency is read from the fitted curve at half-maximal effect; % is scaled to controls: 0 for no effect and ±100 for the full control effect; nearly all actives have a fitted effect of over 60% in size
#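 Inducible Q103 Huntingtin exon 1–GFP PC12 line, 1500 cells/well in phenol red free DMEM with 5% equine and 5% calf serum. Tebufenozide 100 nM induced expression; compounds titrated; aggregates quantified by cytometry.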
# NPSR antag: neuropeptide S receptor (human) antagonism, cAMP | CHO-NPSR cells, cAMP TR-FRET, antagonist mode | Potency, µM (titrated, usually from 38.3 µM), for the others: at the top dose activity change, negative = inhibition, most hits filed as inhibitors | actives 1% (n = 220,000) | AID 1461; also: potency is read from the fitted curve at half-maximal effect; % is scaled to controls: 0 for no effect and ±100 for the full control effect; nearly all actives have a fitted effect of over 50% in size; many of its hits are not listed in these tables
# Epigenetic reg: derepresses silenced GFP reporter in murine cells; actives 0.2% (n = 280,000); AID 1865; murine LDR cells, GFP reporter derepression, 30 h; Potency, µM (highest dose often 53.9 µM), without a hit: at the highest dose GFP activation, actives largely listed as activators; also: potency is read from the fitted curve at half-maximal effect; % of control where 0% means no effect; nearly all actives have a fitted effect of over 60% in size
#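 Reporter derepression read as number of fluorescent GFP-positive objects, 20-120 um in size, counted by laser-scanning cytometer. Mouse LDR line with an epigenetically silenced CMV-GFP locus; compound incubation 30 h, 37 C.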
# The depositor's hits bear a star; / = no result given; & = joins results of further samples; [ ] = another dose, or the depositor's remark. Calls follow the shape of the dose curve; as a rule, active = well fitted curve in the direction sought with a large enough effect; inconclusive = small, poorly fitted or top-dose-only effect, or another doubt; inactive = no such curve, though single readings can be large; an effect the other way counts as inactive or inconclusive. The list is partial; the hit share may differ from the screen's.
# Sample of the layout (3 entries):
# Codes: A = Luc counter; B = CBFb-RUNX1 inh; C = IMPase Li inh; D = L3MBTL1 block; E = HttQ103 aggreg; F = NPSR antag; G = Epigenetic reg
c1ccc2c(c1)[nH]c1nc3nncn3nc12
  A: 15%	B: 9%	C: 0%[38.3 µM]	D: 5%	E: 2%	F: -10%[46.1 µM]	G: 4.1%

CC(=O)C1=C(O)CC(C)(C)CC1=NCCc1nc2ccccc2[nH]1
  A: 0%	B: 9%	C: -1%	D: 9%	E: 7%	F: 17%	G: -0.2%

COCCn1c(SCC(=O)NC2CCCC2)nc2cccnc21
  A: -1%	B: 2%	C: -3%	D: /	E: 6%	F: 15%	G: 7.2%

# The listing, from the start:
# Codes: A = Luc counter; B = CBFb-RUNX1 inh; C = IMPase Li inh; D = L3MBTL1 block; E = HttQ103 aggreg; F = NPSR antag; G = Epigenetic reg
c1ccc2c(c1)[nH]c1nc3nncn3nc12
  A: 15%	B: 9%	C: 0%[38.3 µM]	D: 5%	E: 2%	F: -10%[46.1 µM]	G: 4.1%

CC(=O)C1=C(O)CC(C)(C)CC1=NCCc1nc2ccccc2[nH]1
  A: 0%	B: 9%	C: -1%	D: 9%	E: 7%	F: 17%	G: -0.2%

COCCn1c(SCC(=O)NC2CCCC2)nc2cccnc21
  A: -1%	B: 2%	C: -3%	D: /	E: 6%	F: 15%	G: 7.2%

CCOC(=O)C1CCN(C(=O)Cc2c(C(=O)O)[nH]c3ccccc23)CC1
  A: -4%	B: 1%	C: -4%[38.3 µM]	D: -1%	E: 8%	F: -3%[46.1 µM]	G: 0.2%

COc1ccc(C(NC(C)=O)c2c(O)ccc3ccccc23)cc1OC (stereo unspecified)
  A: -1%	B: -5%	C: 0%	D: 14%	E: -12%	F: 17%	G: -1.0%

CC(C)C(C(=O)NC1=NCCS1)c1ccc(Cl)cc1 (stereo unspecified)
  A: 3%	B: -4%	C: 31%[activator]	D: -7%	E: -21%	F: -37%	G: -3.4%

COC(=O)c1cccc(NC(=O)C2COc3ccccc3O2)c1 (stereo unspecified)
  A: 0%	B: 5%	C: 24%[38.3 µM]	D: /	E: -15%	F: -16%[46.1 µM]	G: -1.1%

Cc1ccc(N(CC(=O)NC(C)(C)C)C(=O)CS(=O)CC(=O)Nc2ccc(F)cc2)cc1 (stereo unspecified)
  A: 2%	B: 5%	C: 7%	D: 51%[activator]	E: -9%[9.22 µM]	F: -7%	G: 1.1%

Cc1ccc(N=Cc2ccc(N(C)C)cc2)cc1
  A: -2%	B: 1%	C: -23%[38.3 µM]	D: 2%	E: -4%	F: -6%[46.1 µM]	G: -0.9%

CC#CCOC(=O)C1=CCCN(C)C1
  A: 0%	B: 16%	C: 37%&34%[activator]	D: /	E: /	F: /	G: 0.0%&0.5%

# Retrieved by structure from above:
# Codes: A = Luc counter; B = CBFb-RUNX1 inh; C = IMPase Li inh; D = L3MBTL1 block; E = HttQ103 aggreg; F = NPSR antag; G = Epigenetic reg
CC(C)C(C(=O)NC1=NCCS1)c1ccc(Cl)cc1 (stereo unspecified)
  A: 3%	B: -4%	C: 31%[activator]	D: -7%	E: -21%	F: -37%	G: -3.4%

COCCn1c(SCC(=O)NC2CCCC2)nc2cccnc21
  A: -1%	B: 2%	C: -3%	D: /	E: 6%	F: 15%	G: 7.2%
